Screens from PubChem.
T cruzi growth: T. cruzi proliferation inhibition; AID 624255; inhibition, % at 8.34 µM; 5.9% of 77,000 active; T. cruzi beta-gal in NIH3T3, GalScreen luminescence, 90 h;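 active = mean inhibition above about 93%, with at least 55% of replicates each passing it, limit read from the data, passing the limit was not always enough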
GASC1 inh: KDM4C (human) demethylase inhibition. Q9H3R0. GST-KDM4C 2-372, H3K9me3 peptide, LANCE TR-FRET. inhibition, % at 12.5 µM. 0.15% of 96,000 active. AID 720574;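 active = mean replicate inhibition above about 25%, with at least 55% of replicates also reaching it, limit read from the data, passing the limit was not always enough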
Target sequence (Q9H3R0 2-372 limits assumed): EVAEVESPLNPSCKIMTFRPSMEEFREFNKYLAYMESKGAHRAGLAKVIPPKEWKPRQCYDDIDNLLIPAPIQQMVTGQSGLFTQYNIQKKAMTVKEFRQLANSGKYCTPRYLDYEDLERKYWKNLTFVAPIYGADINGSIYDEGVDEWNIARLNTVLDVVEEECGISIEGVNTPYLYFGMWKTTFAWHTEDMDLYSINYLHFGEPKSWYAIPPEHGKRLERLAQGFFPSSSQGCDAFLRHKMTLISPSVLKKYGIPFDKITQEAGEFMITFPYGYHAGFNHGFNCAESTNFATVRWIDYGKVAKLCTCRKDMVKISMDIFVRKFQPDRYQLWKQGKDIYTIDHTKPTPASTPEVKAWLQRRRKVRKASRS
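System: N-terminal GST-fused human GASC-1 (KDM4C) fragment, residues 2-372 / Amount: 10 nM GST-KDM4C in enzyme reaction / Also added: H3K9me3 peptide with Fe(II)/2OG / Times: 30 min demethylation and 1 h detection at room temperature / Signal: LANCE TR-FRET / Read-out basis: Fall in 671/618 emission ratio as inhibition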
C diff HTS: inhibitors of Clostridium difficile growth | AID 1259249 | 0.25% of 86,000 active | Clostridium difficile clinical isolate growth, OD600, 24 h; active compounds read low | growth activity, negative = inhibition, % at 16 µg/mL (by protocol);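 active = mean growth activity at or below -80% and every replicate also at or below -80%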;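 note: 0% = DMSO wells and -100% = levofloxacin 16 µg/mL wells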
Pf Dd2 growth: inhibitors of Plasmodium falciparum Dd2 growth | AID 1159554 | activity change, % at 10 µM | P. falciparum Dd2 growth, SYBR Green, 72 h; active compounds read low | 2.3% of 94,000 active; in the data active = activity change below about -80%
An asterisk follows results filed as active; · = not tested or not shown; & = joins results of further samples; ! = not active in a repeat. Random draw from the library. Share with any hit: about 6.7%.

compound	T cruzi growth	GASC1 inh	C diff HTS	Pf Dd2 growth
C[C@H]1CN([C@@H](C)CO)C(=O)c2cc(-c3ccccc3F)cnc2O[C@@H]1CN(C)C(=O)CN(C)C	13.0	0.4	-2.1	18.3
O=C(O)C[C@H]1C[C@@H]2c3cc(NC(=O)NC4CCCCC4)ccc3O[C@@H]2[C@H](CO)O1	41.7	-1.1	1.2	18.2
C[C@H](CO)N1C[C@H](C)[C@@H](CN(C)Cc2ccccn2)Oc2cc(-c3ccncc3)ccc2S1(=O)=O	109.2*	2.5	2.1	-50.1
COc1ccc(NC(=O)N2C[C@@H]3N[C@H](C2)C3c2ccc(-c3ccncc3)cc2)cc1 (some centres not stated)	·	-0.3	-2.4	-12.7
C[C@@H]1CN([C@@H](C)CO)C(=O)c2cccc(NS(C)(=O)=O)c2O[C@H]1CN(C)C	-1.6	1.0	-3.6	-9.3
CO[C@H]1CN(C)C(=O)c2ccc(NC(=O)c3ccccc3)cc2OC[C@@H](C)NC[C@@H]1C	·	1.4	·	33.8
CCCNC(=O)N1CCC2(CC1)CN(C(=O)CN1CCOCC1)[C@@H](CO)c1[nH]c3cc(OC)ccc3c12	·	1.3	2.4	63.7
CCCC#Cc1ccc([C@H]2[C@@H](CO)N(C(=O)NC(C)C)[C@H]2CNC(C)=O)cc1	·	1.2	-1.1	-16.6
CNC[C@@H]1Oc2ccc(NC(=O)Nc3ccc(C(F)(F)F)cc3)cc2CC(=O)N([C@H](C)CO)C[C@H]1C	23.3	-1.0	0.6	-4.8
O=C(C[C@@H]1CC[C@@H]2[C@H](COC[C@@H](O)CN2C(=O)Nc2ccccc2)O1)NCCc1ccncc1	78.8	-0.6	·	5.4
COc1ccc2c3c([nH]c2c1)[C@@H](CO)N(C(=O)c1cnccn1)CC31CCN(C(=O)c2cnccn2)CC1	·	0.6	2.7	6.4
CC(=O)Nc1ccc2c(c1)C(=O)N(C)[C@@H]1CC[C@H](CC(=O)NCc3ccccc3)O[C@H]1CO2	-37.9	-0.8	6.1	6.8
O=C(CN1CCOCC1)N1CC[C@@H]2[C@H](CO)Nc3ccc(-c4ccccc4F)cc3[C@@H]21	72.0	-0.9	-8.9	-8.6
C[C@H]1CN([C@@H](C)CO)C(=O)c2cc(NC(=O)c3ccncc3)ccc2O[C@H]1CN(C)C(=O)Nc1ccc(F)cc1	-16.4	13.5	5.2	4.9
C[C@@H]1CN([C@H](C)CO)C(=O)Cc2cc(NS(=O)(=O)c3ccc(Cl)cc3)ccc2O[C@H]1CN(C)Cc1ccc(C(=O)Nc2ccccc2N)cc1	·	-1.4	0.9	-40.9
COc1ccc(NC(=O)N(C)C[C@@H]2Oc3c(NC(=O)Nc4ccc(F)cc4)cccc3C(=O)N([C@H](C)CO)C[C@H]2C)cc1	6.8	-0.6	3.7	7.7
C[C@@H]1CCCCO[C@H](CN(C)S(C)(=O)=O)[C@@H](C)CN([C@H](C)CO)C(=O)c2cc(NS(=O)(=O)c3cccs3)ccc2O1	-22.2	0.5	-2.1	41.7
Cc1cccc(-c2ccc([C@@H]3[C@@H](CO)N4CCCCN(Cc5ccncc5)C[C@@H]34)cc2)c1	71.2	2.6	-9.3	4.3
O=C(NCCN1CCCC1)[C@@H]1[C@@H](CO)[C@@H]2Cn3c(cccc3=O)[C@@H]2N1Cc1ccccn1	·	-1.3	0.1	47.8
CCCC(=O)Nc1ccc2c(c1)OC[C@H](C)N(C(=O)c1cnccn1)C[C@H](C)[C@@H](OC)CN(C)C2=O	·	1.8	0.4	32.0

(list continues)
compound	T cruzi growth	GASC1 inh	C diff HTS	Pf Dd2 growth
CCN1CC(=O)N2[C@H](CO)[C@H](c3ccc(-c4ccccc4F)cc3)[C@@H]2C1	·	1.9	-1.6	18.8
COCC(=O)N(C)C[C@H]1Oc2ncc(C#Cc3cccnc3)cc2C(=O)N([C@H](C)CO)C[C@H]1C	43.2	-1.1	2.7	-18.5
Cc1noc(C)c1NC(=O)Nc1cccc2c1O[C@H](CN(C)S(=O)(=O)c1ccc(Cl)cc1)[C@H](C)CN([C@@H](C)CO)C2=O	-1.8	-1.1	2.4	-53.2
OC[C@@H]1Nc2ccc(C#Cc3ccc(F)cc3)cc2[C@@H]2[C@H]1CCN2Cc1ccc2c(c1)OCO2	133.7*	-0.4	1.4	-64.4
COCC#Cc1cnc2c(c1)C(=O)N([C@@H](C)CO)C[C@@H](C)[C@@H](CN(C)S(=O)(=O)c1cn(C)cn1)O2	-19.8	0.6	-5.5	34.7
C/C=C/c1ccc(C2[C@H]3CNC[C@@H]2N3Cc2cc(F)ccc2F)cc1 (some centres not stated)	·	2.6	33.2	-84.4*!
C[C@H](CO)N1C[C@H](C)[C@@H](CN(C)C(=O)C2CCC2)Oc2cc(C3=CCCC3)ccc2S1(=O)=O	50.6	2.1	-14.1	-16.1
CC(=O)N(C)C[C@H]1Oc2ncc(/C=C/c3ccccc3)cc2C(=O)N([C@@H](C)CO)C[C@@H]1C	18.1	-1.0	-5.5	2.7
O=C(C[C@H]1CC[C@@H]2[C@H](COC[C@H](O)CN2C(=O)c2cccnc2)O1)NCc1ccc(Cl)cc1	18.4	-2.5	16.6&13.6	9.4
C[C@@H]1CN([C@H](C)CO)C(=O)c2cccc(NC(=O)Nc3ccc(C(F)(F)F)cc3)c2O[C@@H]1CN(C)Cc1ccc(C(F)(F)F)cc1	88.3	-0.4	70.5	-22.4
COCC(=O)N1CCCCN2[C@H](CO)[C@H](c3ccc(-c4ccc(OC)cc4)cc3)[C@@H]2C1	103.0*	0.7	-9.7	13.5
C[C@@H](NC(=O)[C@H]1[C@H](CO)[C@H]2Cn3c(ccc(C4=CCCCC4)c3=O)[C@@H]1N2)c1ccccc1	-6.1	-2.2	-5.2	9.4
COCc1cn(CC[C@H]2CC[C@H](NC(=O)Nc3ccccc3)[C@H](CO)O2)nn1	-23.9	-0.1	2.4	8.4
C[C@H](O)C#Cc1ccc2c(c1)O[C@H](CN(C)C(=O)C1CC1)[C@H](C)CN([C@H](C)CO)S2(=O)=O	-44.2	-1.2	·	24.6
N#C[C@@H]1[C@H](c2ccc(C#Cc3ccccc3F)cc2)[C@@H](CO)N1C(=O)C1CC1	99.2*	0.3	-3.3	-7.0
O=C(Cc1ccccn1)N[C@H]1CC[C@H](CCNS(=O)(=O)c2cccc(F)c2)O[C@H]1CO	-28.0	5.0	·	4.4
CCNC(=O)C[C@@H]1CC[C@H]2[C@@H](COC[C@H](O)CN2C(=O)Nc2cccc(OC)c2)O1	·	-1.8	-2.7&-11.5	42.3
Cc1ccc(S(=O)(=O)N(C)C[C@H]2Oc3cc(-c4cccc(F)c4)ccc3S(=O)(=O)N([C@@H](C)CO)C[C@H]2C)cc1	118.8*	-0.1	4.9	6.0
CC(C)[C@H]1COCc2cn(nn2)CCCC(=O)N1	·	0.8	4.0	·
C[C@H]1CN([C@@H](C)CO)S(=O)(=O)c2ccc(C3=CCCC3)cc2O[C@H]1CN(C)Cc1cccc(C(=O)O)c1	18.6	0.9	0.0	3.8

Next section.
compound	T cruzi growth	GASC1 inh	C diff HTS	Pf Dd2 growth
O=C(O)C[C@H]1C[C@H]2c3cc(NS(=O)(=O)c4ccccc4)ccc3O[C@H]2[C@H](CO)O1	·	1.5	-5.2	24.9
O=C(C1CC1)N1C[C@@H]2N[C@H](C1)C2c1ccc(-c2cccc(F)c2)cc1 (some centres not stated)	·	0.5&-1.4	0.9&7.5	-81.4*!
COCCNC(=O)C[C@@H]1CC[C@@H]2[C@H](COC[C@H](O)CN2S(=O)(=O)c2ccccc2F)O1	23.0	-2.6	-5.7&-7.9	·
CN(C)C(=O)C[C@@H]1CC[C@H]2[C@@H](COC[C@H](O)CN2C(=O)C2CCCC2)O1	-37.1	-1.4	2.5&-8.1	43.1
C[C@@H]1CN([C@H](C)CO)S(=O)(=O)c2ccc(C3=CCCC3)cc2O[C@H]1CN(C)Cc1cccc(C(=O)O)c1	44.7	-0.7	-3.7	-32.0
Cn1cnc(S(=O)(=O)N2CCCCN3[C@@H](CO)[C@H](c4ccc(-c5ccccc5F)cc4)[C@@H]3C2)c1	31.2	-0.2	-8.8	-22.6
CCNC(=O)Nc1ccc2c(c1)C(=O)N(C)[C@@H]1CC[C@@H](CC(=O)NCCOC)O[C@H]1CO2	-5.4	-0.3	-8.9	16.2
C[C@@H]1CN([C@H](C)CO)C(=O)c2cc(-c3cccc(C#N)c3)cnc2O[C@@H]1CN(C)Cc1ccncc1	45.3	0.9	3.6	19.4
C[C@@H]1CN([C@@H](C)CO)S(=O)(=O)c2ccc(C#CC3CC3)cc2O[C@H]1CN(C)C(=O)c1ccccn1	11.6	13.8	-3.9	-28.6
CCCC#Cc1ccc2c(c1)O[C@@H](CN(C)C(=O)CN(C)C)[C@@H](C)CN([C@H](C)CO)S2(=O)=O	·	-1.1	2.6	-22.7
CC(=O)N1[C@H](CO)[C@@H](c2ccc(-c3ccccc3)cc2)[C@H]1CNC(=O)C1CC1	-18.0	1.9	-2.5	-6.7
CC(=O)N1[C@H](CO)[C@@H](c2ccccc2)[C@H]1CN(C(=O)NC(C)C)C1CCCC1	-10.3&2.8	-0.5	9.7&12.7	-3.6&-7.2
C[C@@H]1CN([C@H](C)CO)C(=O)c2cccc(NS(=O)(=O)c3ccccc3)c2O[C@H]1CN(C)Cc1ccc(Oc2ccccc2)cc1	50.3	0.6	14.7	-86.0*
CN1CCN(C(=O)C[C@H]2C[C@H]3c4cc(NS(=O)(=O)c5ccc(F)cc5)ccc4O[C@H]3[C@@H](CO)O2)CC1	-86.4	0.7	0.4	5.8
COC(=O)C[C@@H]1C[C@H]2c3cc(NS(=O)(=O)c4cccc(OC)c4)ccc3O[C@H]2[C@@H](CO)O1	·	3.5	-5.3	25.5
C[C@H](CO)N1C[C@H](C)[C@H](CN(C)Cc2cccnc2)Oc2cc(-c3ccccc3)ccc2S1(=O)=O	58.8	1.3	2.0	-16.9

Some entries already given with just T cruzi growth, C diff HTS and GASC1 inh:
SMILES | T cruzi growth | C diff HTS | GASC1 inh
CCNC(=O)Nc1ccc2c(c1)C(=O)N(C)[C@@H]1CC[C@@H](CC(=O)NCCOC)O[C@H]1CO2 | -5.4 | -8.9 | -0.3
C[C@@H]1CN([C@H](C)CO)C(=O)c2cc(-c3cccc(C#N)c3)cnc2O[C@@H]1CN(C)Cc1ccncc1 | 45.3 | 3.6 | 0.9

In the list so far, these have a Cl atom.
compound	T cruzi growth	GASC1 inh	C diff HTS	Pf Dd2 growth
C[C@@H]1CN([C@H](C)CO)C(=O)Cc2cc(NS(=O)(=O)c3ccc(Cl)cc3)ccc2O[C@H]1CN(C)Cc1ccc(C(=O)Nc2ccccc2N)cc1	·	-1.4	0.9	-40.9
Cc1noc(C)c1NC(=O)Nc1cccc2c1O[C@H](CN(C)S(=O)(=O)c1ccc(Cl)cc1)[C@H](C)CN([C@@H](C)CO)C2=O	-1.8	-1.1	2.4	-53.2
O=C(C[C@H]1CC[C@@H]2[C@H](COC[C@H](O)CN2C(=O)c2cccnc2)O1)NCc1ccc(Cl)cc1	18.4	-2.5	16.6&13.6	9.4

Some of the entries so far, with values under each structure.
Sequence of screens – T cruzi growth	GASC1 inh	C diff HTS	Pf Dd2 growth
Cn1cnc(S(=O)(=O)N2CCCCN3[C@@H](CO)[C@H](c4ccc(-c5ccccc5F)cc4)[C@@H]3C2)c1
    31.2	-0.2	-8.8	-22.6
CCCC#Cc1ccc2c(c1)O[C@@H](CN(C)C(=O)CN(C)C)[C@@H](C)CN([C@H](C)CO)S2(=O)=O
    ·	-1.1	2.6	-22.7
COCCNC(=O)C[C@@H]1CC[C@@H]2[C@H](COC[C@H](O)CN2S(=O)(=O)c2ccccc2F)O1
    23.0	-2.6	-5.7&-7.9	·
C[C@@H]1CN([C@H](C)CO)S(=O)(=O)c2ccc(C3=CCCC3)cc2O[C@H]1CN(C)Cc1cccc(C(=O)O)c1
    44.7	-0.7	-3.7	-32.0
C[C@@H]1CN([C@@H](C)CO)S(=O)(=O)c2ccc(C#CC3CC3)cc2O[C@H]1CN(C)C(=O)c1ccccn1
    11.6	13.8	-3.9	-28.6
